Compound activity from PubChem.
OX1R antagonist: OX1R (HCRTR1) antagonists, primary screen, fluorescence, CHO/OX1R cells, Fluo-8 calcium, orexin A | Orexin/Hypocretin receptor type 1 (Homo sapiens), O43613 | Fluo-8 calcium fluorescence | inhibition, % at 5 µM | 330,000 compounds, 0.43% hits | AID 434989, 2010;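 active = inhibition above its plate's threshold, mean inhibition of all tested compounds on the plate plus 3 SD, cut at about 37% in these data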;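 note: 0% = orexin A challenge wells and 100% = SB-334867-A antagonist wells; not every result past the cut was called active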
Target sequence (O43613 whole entry, looked up): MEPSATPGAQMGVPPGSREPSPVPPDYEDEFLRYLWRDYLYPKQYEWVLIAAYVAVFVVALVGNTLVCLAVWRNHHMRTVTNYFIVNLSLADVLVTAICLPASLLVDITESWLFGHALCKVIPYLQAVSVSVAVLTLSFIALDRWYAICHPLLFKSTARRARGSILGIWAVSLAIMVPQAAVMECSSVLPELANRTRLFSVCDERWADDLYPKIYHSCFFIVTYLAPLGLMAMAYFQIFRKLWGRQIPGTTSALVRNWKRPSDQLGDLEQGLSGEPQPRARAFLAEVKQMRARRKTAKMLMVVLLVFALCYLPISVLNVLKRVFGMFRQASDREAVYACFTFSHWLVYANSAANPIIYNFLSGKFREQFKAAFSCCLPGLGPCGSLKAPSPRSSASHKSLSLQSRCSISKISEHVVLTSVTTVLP
CHT PAM: CHT positive allosteric modulators, primary screen, cell-based, membrane potential dye, choline EC20; CHT-expressing cells; stronger effect = higher value; LV-AA mutant CHT in HEK293 cells; B-score at 10 µM; 310,000 compounds, 0.49% hits;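 active = initial fluorescence not abnormally high and integrated response B-score, plate-corrected, over 3 SD above library mean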
Target sequence (Q9GZV3 whole entry, looked up): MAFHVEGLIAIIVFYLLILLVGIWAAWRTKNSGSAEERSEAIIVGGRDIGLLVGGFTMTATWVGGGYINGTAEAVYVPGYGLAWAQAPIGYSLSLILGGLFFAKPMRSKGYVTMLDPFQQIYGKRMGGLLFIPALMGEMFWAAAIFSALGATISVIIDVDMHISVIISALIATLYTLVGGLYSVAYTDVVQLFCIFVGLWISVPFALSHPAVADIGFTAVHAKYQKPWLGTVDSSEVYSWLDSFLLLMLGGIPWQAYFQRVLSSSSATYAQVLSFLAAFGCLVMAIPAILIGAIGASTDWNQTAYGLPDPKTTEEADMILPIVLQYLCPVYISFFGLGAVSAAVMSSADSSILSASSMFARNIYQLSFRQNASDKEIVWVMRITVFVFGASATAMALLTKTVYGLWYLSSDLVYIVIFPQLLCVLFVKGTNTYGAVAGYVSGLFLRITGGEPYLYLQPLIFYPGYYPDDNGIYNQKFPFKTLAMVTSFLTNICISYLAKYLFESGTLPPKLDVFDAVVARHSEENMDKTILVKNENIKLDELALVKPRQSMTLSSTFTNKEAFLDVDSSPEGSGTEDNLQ
* hit, by the source's call; i = inactive; · = no result given.

SMILES | OX1R antagonist | CHT PAM
CC(Sc1n[nH]c(N)n1)c1nc2scc(-c3cccs3)c2c(=O)[nH]1 (configuration not stated) | -14 | i
O=C(CN(Cc1ccco1)C(=O)CCC(=O)Nc1ccccn1)NCCc1ccccc1 | -8 | i
O=CN1CCN(C(=O)CN2C(=O)c3ccccc3C2=O)CC1 | -8 | i
Cc1cc(C(=O)COc2ccc([N+](=O)[O-])cc2)c(C)n1C1CC1 | -19 | i
CCOC(=O)c1ccc(CNC(=O)Cn2nnc(-c3cccc(C)c3)n2)o1 | -30 | i
C/C(N)=C(/C#N)C(=O)COC(=O)C(NS(=O)(=O)c1ccc(Cl)cc1)C(C)O (configuration not stated) | -15 | i
Cc1cc(C)c(NC(=O)c2ccc3c(c2)C(=O)N(Cc2cccnc2)C3=O)c(C)c1 | -6 | i
CCN(CC)c1ccc(S(=O)(=O)N2CCOCC2)cc1NS(C)(=O)=O | -14 | i
O=C(O)CCC(NC(=O)c1cncc(O)c1)C(=O)O (configuration not stated) | 8 | i
Cc1ccccc1NC(=S)NC1CCCC1 | -3 | i
Cc1cc(NC(=O)c2nn(C)c(C)c2Br)no1 | -4 | i
Cn1cc(CNC(=O)c2ccc(OC3CCN(Cc4ccccn4)CC3)cc2)cn1 | -3 | i
CC(C)(C)c1ccc(/C=N/NC(=O)CN2CCS(=O)(=O)CC2)cc1 | -3 | i
O=C(Nc1nccs1)c1ccc(Br)c(S(=O)(=O)N2CCOCC2)c1 | -15 | i
CCOc1ccccc1NC(=O)c1cc(C(=O)c2cc(Br)ccc2O)coc1=N | -8 | i

In another format: results already given
Every second line gives: OX1R antagonist	CHT PAM
- Cc1cc(C)c(NC(=O)c2ccc3c(c2)C(=O)N(Cc2cccnc2)C3=O)c(C)c1
    -6	i
- CCN(CC)c1ccc(S(=O)(=O)N2CCOCC2)cc1NS(C)(=O)=O
    -14	i
- O=C(O)CCC(NC(=O)c1cncc(O)c1)C(=O)O (configuration not stated)
    8	i
- Cc1ccccc1NC(=S)NC1CCCC1
    -3	i
- Cc1cc(NC(=O)c2nn(C)c(C)c2Br)no1
    -4	i

Going on with the list.
SMILES | OX1R antagonist | CHT PAM
O=C(CS(=O)(=O)c1c[nH]c2ccccc12)Nc1ccc(F)cc1 | -8 | i
CC(C)NC(=O)C(C)n1cccc1C(=O)c1ccccc1 (configuration not stated) | -25 | i
CCCCn1c(SCC(N)=O)nc2sc3c(c2c1=O)CCC3 | -33 | i
CCN(c1ccc(OC)cc1)S(=O)(=O)c1csc(C(N)=O)c1 | -20 | i
CC1=C(C(N)=O)C(c2sccc2C)n2nnnc2N1 (configuration not stated) | -6 | i
CCOC(=O)c1c(NC(=S)Nc2ccc(OC)cc2)sc2c1CCC2 | -34 | i
COc1cc(S(=O)(=O)N2CCOCC2)ccc1NC(=O)COC(=O)c1cc(OC)c(OC)c(OC)c1 | -33 | ·
Cc1nn(C)c(C)c1N1C(=O)c2cccc3c(Br)ccc(c23)C1=O | 2 | i
Cc1ccc(CNC(=O)[C@H](Cc2ccccc2)NC(=O)c2ccco2)cc1 | -15 | ·
CCOC(=O)NC(=O)CSc1nc2ccc(OCC)cc2[nH]1 | -4 | i
CCCN(CC(=O)Nc1ccc(F)c(F)c1F)C(=O)Cc1ccc(S(=O)(=O)N2CCOCC2)s1 | 13 | ·
COc1cnc(-c2ccccn2)[nH]c1=O | -1 | i
O=C(Nc1cc(C(F)(F)F)ccc1-n1cncn1)c1ccc([N+](=O)[O-])o1 | -5 | i
CN1CCC(C(=O)N2CCCC(C(=O)c3ccc4c5c(cccc35)CC4)C2)CC1 (configuration not stated) | -21 | i
O=C(O)[C@H]1CCCN1C(=O)c1ccccc1N1C(=O)[C@@H]2Cc3c([nH]c4ccccc34)C(c3cccc(Cl)c3)N2C1=O (some centres not stated) | -13 | i

In another format: entries from further up.
CC(C)(C)c1ccc(/C=N/NC(=O)CN2CCS(=O)(=O)CC2)cc1
  OX1R antagonist = -3
  CHT PAM = i

O=C(Nc1nccs1)c1ccc(Br)c(S(=O)(=O)N2CCOCC2)c1
  OX1R antagonist = -15
  CHT PAM = i

Following part.
SMILES | OX1R antagonist | CHT PAM
CCc1ccc(C(=O)OCC(=O)N2CCCCCC2)cc1 | -110 | ·
CCOC(=O)/C(C#N)=C/C1=C(N2CCOCC2)C(C)(C)OCC1 | -15 | i
O=C(CCC(=O)c1cccs1)Nc1ccc(F)c(F)c1F | -22 | i
CCc1ccccc1NC(=O)NC1CCCCC1 | -6 | i
Cc1ccc(C(=O)NC2CCN(C(=O)Nc3ccccc3Cl)CC2)cc1 | -13 | i
COc1ccc(CCC(=O)O)cc1OC | -2 | i
NC(=O)Cc1nc(-c2ccc([N+](=O)[O-])cc2)cs1 | -15 | i
O=C(Nc1ccc(Oc2ccccc2)cc1)c1ccco1 | -8 | i
CN(CCOc1ccc(Cl)cc1)CC(=O)Nc1ccc(OC(F)(F)F)cc1 | -36 | i
COc1ccc(-n2nnc3c(=O)n(Cc4cccc(C)c4)cnc32)cc1 | -6 | i
CC(C)c1cc(C(=O)Nc2sc3c(c2C#N)CCC3)no1 | -13 | i
CCN(CC)S(=O)(=O)c1cccc(-c2nnc(SCc3nnc(-c4cccs4)o3)n2N)c1 | -14 | i
O=c1[nH]c(C2CCN(S(=O)(=O)c3ccccc3C(F)(F)F)CC2)nc2c1nnn2Cc1cccc(F)c1 | -19 | i
Cc1c(C(=O)NNc2c(Cl)cccc2Cl)n(C)oc1=O | -12 | i
CN(C)c1cc2c(cc1NC(=O)c1ccccc1Cl)n(C)c(=O)n2C | -35 | i

Reformatted with two lines to a compound: entries from further up
Each structure is followed by: OX1R antagonist | CHT PAM
Cc1c(C(=O)NNc2c(Cl)cccc2Cl)n(C)oc1=O
  -12 | i
NC(=O)Cc1nc(-c2ccc([N+](=O)[O-])cc2)cs1
  -15 | i
CN(C)c1cc2c(cc1NC(=O)c1ccccc1Cl)n(C)c(=O)n2C
  -35 | i
O=C(Nc1ccc(Oc2ccccc2)cc1)c1ccco1
  -8 | i
CN(CCOc1ccc(Cl)cc1)CC(=O)Nc1ccc(OC(F)(F)F)cc1
  -36 | i

Next part:
SMILES | OX1R antagonist | CHT PAM
CCCc1nc2ccccc2c(C(=O)OCC(=O)NC2CC2)c1CC | -26 | ·
COc1ccccc1NS(=O)(=O)c1cccc(C(=O)N/N=C/c2c(C)nn(-c3ccccc3)c2N2CCCC2)c1 | -16 | i
CCCCNC(=S)NC1CCCC1 | 11 | i
Cc1ccc(CNC(=O)CCSCCC(=O)NCc2ccc(C)cc2)cc1 | -31 | i
CCOC(=O)c1sc(N(Cc2ccccc2)C(=O)CSc2ncn[nH]2)nc1C | -28 | i
O=C(c1ccccc1)N1CCN(C(=O)c2ccccc2)CC1 | 1 | i
C/C(=N\NC(=O)CNC(=O)c1ccc2c(c1)OCO2)c1ccco1 | -5 | i
CCOC(=O)C1=CN(Cc2ccc(Br)cc2)S(=O)(=O)N(C)C1C (configuration not stated) | -12 | ·
CN1CCN(C2CCCCCC2)CC1 | -17 | i
Cc1ccccc1CCN1CCCC(CN(C)CC(C)(C)C)C1 (configuration not stated) | -17 | i
O=C(O)c1cccc(S(=O)(=O)Nc2cccc(S(=O)(=O)N3CCCC3)c2)c1 | -1 | ·
CCOC(=O)c1nc(S(C)(=O)=O)ncc1N1CCOCC1 | 5 | i
CC1=NN(C(=O)c2ccccc2Cl)C(O)(c2ccccc2)C1 (configuration not stated) | -17 | i
CC(C)c1ccc(NC(=O)NC2CCN(CC(=O)Nc3cccc4ccccc34)CC2)cc1 | -17 | i
O=C(NCCCN1CCCC1=O)c1ccc2c(=O)n(-c3ccc(F)cc3)c(=S)[nH]c2c1 | -11 | i
CC1CCCC(C)N1C(=O)CSc1nnc(NC(=O)c2cccs2)s1 (configuration not stated) | -8 | i
Cc1noc(C)c1NC(=O)N(C)C[C@@H]1Oc2c(NC(=O)c3ccncc3)cccc2C(=O)N([C@H](C)CO)C[C@@H]1C | -3 | ·
CCCn1nc(NC(=O)c2cccs2)c2cc3cc(OC)ccc3nc21 | -34 | i
Cc1ccc2occ(/C=N/NC(=O)c3ccc(Cl)cc3)c(=O)c2c1 | -13 | i
CC(CN(C(N)=O)c1ccccc1O)C(=O)O (configuration not stated) | -1 | i
Cc1csc(NC(=O)C2CCN(S(=O)(=O)c3cccs3)CC2)n1 | -15 | i
CN(C)CCCNS(=O)(=O)c1ccc(-n2nnc3ccccc32)c([N+](=O)[O-])c1 | -25 | i
CN(C(=O)Nc1ccc(C(C)(C)C)cc1)C1CCCCC1 | -4 | i
CCCCC(=O)Nc1cccc(-c2nc3ncccc3o2)c1C | -28 | i
Cc1cc(NC2CCCCC2)nc(-c2ccccc2O)n1 | 3 | i
O=C(NCCC1=CCCCC1)NC1CCCCC1 | 6 | i
CCOC(=O)Cc1nnc(NC(=O)COc2ccc(C)cc2)s1 | -12 | i
C=CC[C@@H](CC(=O)N(CCO)Cc1ccccc1)C(=O)N[C@H](COC(=O)[C@@H](CC=C)Cc1ccc(F)cc1)Cc1c[nH]c2ccccc12 | 44 | ·
CC(C)NC(=O)NC(=O)COC(=O)c1ccc(OC(F)(F)F)cc1 | -10 | i
C/C=C/c1ccc(OCCCCN2CCC(C)CC2)c(OC)c1 | -1 | i
CCN(CC(=O)NCCCN1CCOCC1)S(=O)(=O)c1ccc(F)cc1 | 12 | i
CC(OC(=O)c1cccs1)C(=O)NCc1ccc2c(c1)OCO2 (configuration not stated) | -5 | i
CC1c2cccn2CCN1S(=O)(=O)c1ccc(F)cc1 (configuration not stated) | 7 | ·
Cc1nn(C)cc1C(C)NCc1c(C(=O)N2CCCCCCC2)nc2ccc(Cl)cn12 (configuration not stated) | -21 | i
Cc1ccc2cc3c(nc2c1)OCC3 | -20 | i
CCC1CN(C(=O)N2CCC(C(=O)NCc3ccc(C)o3)CC2)c2ccccc2O1 (configuration not stated) | -10 | i
CCN(CC)C(=O)COc1ccc(-c2ccccc2)cc1 | -17 | i
C=CCC(NCc1ccccc1)c1ccc(Cl)cc1 (configuration not stated) | -21 | i
Cc1ccc(C(NC(N)=O)c2ccccc2)cc1 (configuration not stated) | -19 | i
COc1ccc(NC(=O)c2c(C)oc3c2CCCC3)cc1 | -34 | i
COc1ccc(NC(=O)c2nc[nH]c2C(=O)NCCCCCNC(=O)OC(C)(C)C)cc1 | -23 | i
COc1ccc(-c2nc(N)ncc2-c2csc(C)n2)c(O)c1 | -7 | i
CC(C)NC(=O)COC(=O)CNC(=O)c1cc(Cl)cc([N+](=O)[O-])c1 | -14 | i
COC(=O)c1c(C)[nH]c(C)c1-c1ccccc1Cl | -14 | i
O=S(=O)(NCc1ccccc1)c1ccc(Br)c2nsnc12 | -11 | i
O=C(NCCc1ccc(Cl)cc1Cl)c1cc([N+](=O)[O-])c[nH]c1=O | 3 | i
CC(=O)N1CCc2cc(S(=O)(=O)N3CC(C)CC(C)C3)ccc21 (configuration not stated) | -24 | i
COc1ccc(-c2cc(C(=O)Nc3cc(C)ccc3O)no2)cc1 | -20 | i
CCN(CC)c1ccc(/C=N/NC(=O)c2cccc(S(=O)(=O)N3CCOCC3)c2)c(O)c1 | -7 | i
Cc1cnc(NC(=O)CCNC(=O)c2ccccc2Cl)s1 | -10 | i
CCCC(=O)c1c(NC)cc(C)oc1=O | -10 | i
COc1ccnc(-n2cccc2/C=N/O)c1C#N | -8 | i
CCc1ccc(N2CC(C(=O)Nc3nnc(CC)s3)CC2=O)cc1 (configuration not stated) | -32 | i
N#Cc1cc2cc3c(cc2nc1N1CCCCC1)OCCO3 | -28 | i
Cc1ccc(OC(=O)CCC(=O)OCCCC(F)(F)C(F)(F)F)cc1 | -9 | i
CCC(c1nnc(SCc2nc3ccccc3s2)n1Cc1ccccc1)N(C)C (configuration not stated) | -34 | i
COC(=O)c1ccc(C(=O)OC)c(NC(=O)COC(=O)C2CCC(C(C)(C)C)CC2)c1 (configuration not stated) | -5 | i
COc1cc(/C=N/Nc2nc3c(c(=O)n(C)c(=O)n3C)n2Cc2ccccc2)ccc1OC(=O)c1ccco1 | -3 | i
O=C(CSc1nc2ccccc2[nH]1)N=Nc1c(O)[nH]c2ccccc12 | -16 | i
CCCC[C@@H](CN[C@H](C)CNC)NCC1CCC(C(C)(C)C)CC1 (some centres not stated) | -31 | i

Next compounds
SMILES | OX1R antagonist | CHT PAM
O=C(NCCS(=O)(=O)N1CCCCCC1)c1ccccc1 | -28 | i
COc1ccc(/C=C2\SC(=S)N(CC(=O)N(C)C3CCS(=O)(=O)C3)C2=O)cc1 (configuration not stated) | 0 | i
COc1ccccc1C(=O)NC(=O)COC(=O)c1cccc(NC(C)=O)c1 | -18 | i
NS(=O)(=O)c1ccc(CNC(=O)c2ccncc2)cc1 | 4 | i
CCc1noc(C)c1C(=O)N1CCCC(C(=O)c2cc(F)ccc2OC)C1 (configuration not stated) | -19 | i
COC(=O)/C(=C/N(C)C)C(=O)N1CCN(c2ccc(Cl)c(Cl)c2)CC1 | 3 | i
CNC(=O)OC(C)CNS(=O)(=O)c1ccc(C)cc1 (configuration not stated) | -12 | i
CSCC[C@H](NC(=O)COc1ccc(Cl)cc1Cl)c1nc2ccccc2[nH]1 | -14 | i
C=CCOn1c(=O)c(-c2ccc(OC)cc2)[n+]([O-])c2ccccc21 | -2 | i
O=C1NC2(CCCCC2)C(=O)N1/N=C/c1ccccc1Br | -24 | i
CC(C)NC(=O)C12CC3CC(C1)CC(n1cnc(Cl)n1)(C3)C2 | 5 | i
CCOC(=O)C1(CC2CC2)CCN(Cc2cnc(-c3ccc(OC)cc3)nc2)CC1 | -13 | i
CCOc1ccc(Cl)cc1S(=O)(=O)N1CCC(C(=O)NCC2CCCO2)CC1 (configuration not stated) | -1 | i
